Source: PubChem BioAssay (Broad Institute)
p53 PUMA act: mutant p53 pathway reactivation | SW480 PUMA-promoter luciferase | activation, % at 9.98 µM | hit rate 1.5% among 28,000; in the data active = activation above about 52%; inconclusive = no clear call, values can overlap the other calls
STK33 inh: blocks human STK33 kinase activity. Q9BYT3. ADP-Glo luminescence, MBP substrate. inhibition, % at 12.5 µM. hit rate 0.44% among 27,000; in the data active = inhibition above about 20%; inconclusive = no clear call, values can overlap the other calls
Target sequence (Q9BYT3 whole entry, looked up): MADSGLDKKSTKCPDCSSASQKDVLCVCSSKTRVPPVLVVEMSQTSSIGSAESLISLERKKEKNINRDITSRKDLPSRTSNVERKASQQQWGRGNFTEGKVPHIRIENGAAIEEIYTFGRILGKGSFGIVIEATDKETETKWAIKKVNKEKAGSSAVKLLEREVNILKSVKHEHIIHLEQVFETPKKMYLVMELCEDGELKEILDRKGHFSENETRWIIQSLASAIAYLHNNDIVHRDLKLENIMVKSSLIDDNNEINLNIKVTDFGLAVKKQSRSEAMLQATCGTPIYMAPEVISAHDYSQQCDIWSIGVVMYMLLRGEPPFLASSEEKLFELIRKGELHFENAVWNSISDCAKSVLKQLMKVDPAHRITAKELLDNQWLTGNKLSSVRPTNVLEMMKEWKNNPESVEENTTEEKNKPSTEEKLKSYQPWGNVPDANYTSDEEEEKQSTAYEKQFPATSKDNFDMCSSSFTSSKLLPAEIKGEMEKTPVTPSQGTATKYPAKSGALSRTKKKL
The depositor's hits bear a star. An excerpt; rates above refer to the full screens.

For C[C@@H]1CCCCO[C@@H](CN(C)C(=O)C2CCCCC2)[C@H](C)CN([C@H](C)CO)C(=O)c2cc(NS(=O)(=O)c3cccs3)ccc2O1 the results were p53 PUMA act -7.9.
For C[C@@H]1CN([C@H](C)CO)C(=O)c2cc(C#CCN(C)C)cnc2O[C@@H]1CN(C)C(=O)NC1CCCC1 the results were p53 PUMA act 16.4.
For CC(=O)c1cccc(N(CC(=O)Nc2ccc(C(F)(F)F)cc2)S(C)(=O)=O)c1 the results were p53 PUMA act 12.8 and STK33 inh -6.3.
For NC(=O)C1(N2CCCCC2)CCN(C(=O)CSc2nc3ccccc3[nH]2)CC1 the results were p53 PUMA act -6.1 and STK33 inh -1.0.
C[C@@H]1CCCCO[C@@H](CN(C)C(=O)CCCN(C)C)[C@@H](C)CN([C@H](C)CO)C(=O)c2cc(NC(=O)c3ccncc3)ccc2O1 was read as p53 PUMA act 9.0 and STK33 inh -2.8.
Screening COc1ccc(S(=O)(=O)N(C)C[C@@H]2OCCCC[C@@H](C)Oc3ccc(NS(=O)(=O)c4ccccc4)cc3C(=O)N([C@H](C)CO)C[C@@H]2C)cc1 returned STK33 inh 2.3.
`C[C@H]1CN([C@@H](C)CO)C(=O)Cc2cc(N(C)C)ccc2O[C@H]1CN(C)C(=O)Nc1cccc2ccccc12` gave p53 PUMA act -7.1 and STK33 inh -1.1.
Screening C[C@H](CO)N1C[C@H](C)[C@@H](CN(C)Cc2cccc(O)c2)OCc2cnnn2CCCC1=O returned STK33 inh inconclusive.
For C[C@H]1CN([C@@H](C)CO)C(=O)c2cccc(NC(=O)C3CC3)c2O[C@H]1CN(C)Cc1ccc(Cl)c(Cl)c1 the results were p53 PUMA act 3.8.
COc1ccc(-n2c(SCCC(=O)O)nnc2-c2ccncc2)cc1 was read as p53 PUMA act 15.6 and STK33 inh 0.0.
Screening COC(=O)[C@]1(Cc2ccc(O)c(CC=C(C)C)c2)OC(=O)C(=O)C1c1ccc(O)cc1 (stereo partly drawn) returned STK33 inh -3.5.
CCCNC(=O)N(C)C[C@@H]1Oc2cc(-c3ccccc3F)ccc2S(=O)(=O)N([C@H](C)CO)C[C@H]1C was read as p53 PUMA act -10.0.
`CCN(CC)CCn1nnc2c(=O)oc3ccccc3c21` gave p53 PUMA act -6.1 and STK33 inh -0.1.
For O=C(Nc1ccc(S(=O)(=O)Nc2ncccn2)cc1)c1ccccc1Oc1ccccc1 the results were p53 PUMA act 13.1 and STK33 inh -1.4.
`Cc1c(Cl)cccc1NC(=O)Cn1cc(C(=O)C2CC2)c2ccccc21` gave p53 PUMA act -3.0 and STK33 inh -3.2.

Among those listed so far, two have fluorine.
For CC(=O)c1cccc(N(CC(=O)Nc2ccc(C(F)(F)F)cc2)S(C)(=O)=O)c1 the results were p53 PUMA act 12.8 and STK33 inh -6.3.
CCCNC(=O)N(C)C[C@@H]1Oc2cc(-c3ccccc3F)ccc2S(=O)(=O)N([C@H](C)CO)C[C@H]1C was read as p53 PUMA act -10.0.

(continued)
For C[C@@H]1CN([C@H](C)CO)C(=O)Cc2cc(NC(=O)CCC(F)(F)F)ccc2O[C@@H]1CN(C)S(=O)(=O)c1cccs1 the results were STK33 inh -4.5.
COCC#Cc1cnc2c(c1)C(=O)N([C@@H](C)CO)C[C@@H](C)[C@@H](CN(C)C(=O)C1CCC1)O2 was read as p53 PUMA act 11.7.
COc1ccc(NC(=O)Nc2ccc3c(c2)CC(=O)N([C@@H](C)CO)C[C@@H](C)[C@@H](CN(C)C(=O)NC2CCCCC2)O3)cc1 was read as STK33 inh -0.3.
`COc1ccc(S(=O)(=O)Nc2ccc3c(c2)C(=O)N([C@@H](C)CO)C[C@@H](C)[C@H](CN(C)Cc2ccc(Oc4ccccc4)cc2)O3)cc1` gave STK33 inh 1.9.
Screening C=CCSc1ncc(-c2ccc(Cl)cc2)n1C returned STK33 inh 2.2.
For C[C@H](CO)N1C[C@H](C)[C@H](CN(C)C(=O)Nc2ccc3c(c2)OCO3)Oc2ccc(NC(=O)C3CCCCC3)cc2CC1=O the results were STK33 inh -0.6.
For CC(C)NC(=O)Nc1ccc2c(c1)C(=O)N([C@H](C)CO)C[C@H](C)[C@H](CN(C)C(=O)c1ccccc1)OCCCC[C@H](C)O2 the results were p53 PUMA act 15.0.
Screening CC(=O)c1cccc(NC(=O)NCc2cc(C)n(C)n2)c1 returned p53 PUMA act 6.1 and STK33 inh -0.2.
COc1cccc(NC(=O)N(C)C[C@H]2OCc3cn(nn3)CCCC(=O)N([C@H](C)CO)C[C@@H]2C)c1 was read as STK33 inh 5.1.
Screening Cc1cccc(NC(=O)CSc2nnc(-c3cccnc3)n2-c2ccccc2)c1C returned p53 PUMA act 6.7 and STK33 inh -0.9.
COc1ccc(S(=O)(=O)Nc2ccc3c(c2)C(=O)N([C@@H](C)CO)C[C@H](C)[C@@H](CN(C)C)O3)cc1 was read as STK33 inh -1.6.
For COC(=O)c1ccc(C(=O)OC)c(NC(=O)c2ccccc2N(C)S(C)(=O)=O)c1 the results were p53 PUMA act 5.9 and STK33 inh 2.9.
C[C@H]1CN([C@@H](C)CO)C(=O)c2cccc(NC(=O)Nc3ccc(F)cc3)c2O[C@@H]1CN(C)Cc1ccc(C(F)(F)F)cc1 was read as p53 PUMA act -6.1.
`COC(=O)c1ccc(COc2nc(C)cc(C)c2C#N)o1` gave p53 PUMA act 49.0 and STK33 inh -2.2.
`COc1ccc(NC(=O)N(C)C[C@H]2Oc3ccc(NS(=O)(=O)c4ccc(C)cc4)cc3CC(=O)N([C@@H](C)CO)C[C@@H]2C)cc1` gave STK33 inh -6.3.
For CCCN(C)C[C@@H]1OCCCC[C@@H](C)Oc2ccc(NS(=O)(=O)c3cn(C)cn3)cc2C(=O)N([C@H](C)CO)C[C@@H]1C the results were STK33 inh 0.1.
`Cc1ccc(S(=O)(=O)N2CCN(Cc3cccc(OCCO)c3)CC2)cc1` gave STK33 inh -3.5.
Screening COc1ccc(NC(=O)Nc2ccc3c(c2)C(=O)N([C@H](C)CO)C[C@H](C)[C@@H](CN(C)C(=O)CCC(F)(F)F)OCCCC[C@@H](C)O3)cc1 returned STK33 inh 1.1.
C[C@@H]1CN([C@H](C)CO)C(=O)c2cccc(NS(C)(=O)=O)c2O[C@H]1CN(C)S(=O)(=O)c1cccs1 was read as p53 PUMA act 1.6.
For COCC#Cc1cnc2c(c1)C(=O)N([C@H](C)CO)C[C@H](C)[C@@H](CN(C)C(=O)c1cccnc1)O2 the results were p53 PUMA act 15.8.
O=C(COc1ccc(Cl)cc1Cl)Nc1ccc(Br)cc1C(=O)O was read as p53 PUMA act 14.9 and STK33 inh -0.2.
C[C@@H]1CN([C@@H](C)CO)C(=O)c2cc(NC(=O)c3ccncc3)ccc2O[C@@H](C)CCCCO[C@@H]1CN(C)Cc1ccncc1 was read as p53 PUMA act 2.2.
Screening C[C@@H]1CN([C@@H](C)CO)C(=O)CCCn2cc(nn2)CO[C@@H]1CN(C)Cc1ccc(O)cc1 returned STK33 inh 7.7.
CCCc1nc(C(C)(C)O)c(C(=O)OCc2oc(=O)oc2C)n1Cc1ccc(-c2ccccc2-c2nn[nH]n2)cc1 was read as p53 PUMA act 0.0.
C[C@H](CO)N1C[C@H](C)[C@H](CN(C)C(=O)NC2CCCCC2)Oc2c(NC(=O)c3cnccn3)cccc2C1=O was read as p53 PUMA act 12.0.
`C[C@H]1CN([C@@H](C)CO)C(=O)Cc2cc(N(C)C)ccc2O[C@H]1CN(C)C(=O)NC1CCCCC1` gave STK33 inh -0.8.
For O=C(CSc1ccccn1)Nc1cccc(F)c1 the results were p53 PUMA act 15.2 and STK33 inh 1.8.
For Cc1nnc(SCC(=O)n2c3c(c4ccccc42)CCCC3)n1C the results were p53 PUMA act 0.8 and STK33 inh -3.1.
Cc1ccc(NC(=O)CNS(=O)(=O)c2ccccc2)cc1Cl was read as p53 PUMA act 19.7 and STK33 inh -3.5.
For C[C@@H]1CCCCO[C@@H](CN(C)C(=O)c2ccncc2)[C@H](C)CN([C@H](C)CO)C(=O)c2cc(NS(C)(=O)=O)ccc2O1 the results were p53 PUMA act -0.8.

Of the compounds above, 3 have a thiophene ring, fused or not.
For C[C@@H]1CCCCO[C@@H](CN(C)C(=O)C2CCCCC2)[C@H](C)CN([C@H](C)CO)C(=O)c2cc(NS(=O)(=O)c3cccs3)ccc2O1 the results were p53 PUMA act -7.9.
For C[C@@H]1CN([C@H](C)CO)C(=O)Cc2cc(NC(=O)CCC(F)(F)F)ccc2O[C@@H]1CN(C)S(=O)(=O)c1cccs1 the results were STK33 inh -4.5.
C[C@@H]1CN([C@H](C)CO)C(=O)c2cccc(NS(C)(=O)=O)c2O[C@H]1CN(C)S(=O)(=O)c1cccs1 was read as p53 PUMA act 1.6.

Further results follow:
`C[C@@H]1CCCCO[C@@H](CN(C)Cc2ccc(C(F)(F)F)cc2)[C@@H](C)CN([C@H](C)CO)C(=O)c2cc(NC(=O)Nc3ccc(C(F)(F)F)cc3)ccc2O1` gave STK33 inh 1.6.
For C[C@@H]1CN([C@@H](C)CO)C(=O)c2cccc(NC(=O)NC3CCCCC3)c2O[C@@H]1CN(C)S(=O)(=O)c1ccc(Cl)cc1 the results were p53 PUMA act -23.2.
CC(=O)c1cccc(N(CC(=O)Nc2ccc(C)cc2)S(C)(=O)=O)c1 was read as p53 PUMA act 11.8 and STK33 inh -1.1.
C[C@@H]1CN([C@H](C)CO)C(=O)c2cccc(NC(=O)c3nc4ccccc4s3)c2O[C@H]1CN(C)C(=O)Nc1ccc(C(F)(F)F)cc1 was read as p53 PUMA act -6.0.
Screening CCN(CC(=O)Nc1ccccc1C)S(=O)(=O)c1ccc(Br)cc1 returned p53 PUMA act -0.6 and STK33 inh -3.5.
O=C(Nc1ccccc1C(=O)NC1CCCCC1)c1ccc(Cl)c(S(=O)(=O)N2CCOCC2)c1 was read as p53 PUMA act 8.6 and STK33 inh 3.1.
C[C@@H]1CN([C@@H](C)CO)C(=O)Cc2cc(NC(=O)Nc3ccc(C(F)(F)F)cc3)ccc2O[C@@H]1CN(C)Cc1ccc2c(c1)OCO2 was read as STK33 inh -0.2.
Screening C[C@H]1CN([C@@H](C)CO)C(=O)c2cc(NC(=O)NC3CCCCC3)ccc2O[C@@H]1CN(C)C(=O)Nc1ccc(F)cc1 returned p53 PUMA act 7.8.
`Cc1ccc(Cl)cc1NC(=O)Cn1cnc2ccccc2c1=O` gave p53 PUMA act -15.2 and STK33 inh -2.0.
`CC1CCC2C(C)(C)C(=O)CC[C@]2(C)C12Cc1c(O)cc3c(c1O2)CN(C(CCC(=O)O)C(=O)O)C3=O` (stereo partly drawn) gave p53 PUMA act -0.5 and STK33 inh 4.7.
`Cc1cccc(-n2c(SCC(N)=O)nnc2-c2ccncc2)c1C` gave p53 PUMA act 2.2 and STK33 inh 0.1.
C[C@@H]1CN([C@@H](C)CO)C(=O)c2cccc(NC(=O)c3ccncc3)c2O[C@@H]1CN(C)Cc1ccc(Cl)c(Cl)c1 was read as p53 PUMA act 5.1.
Screening O=C(Nc1cc(Cl)ccc1Cl)C1CN(S(=O)(=O)c2ccccc2)CCN1S(=O)(=O)c1ccccc1 (stereo not drawn) returned p53 PUMA act 9.3 and STK33 inh -0.9.
C[C@@H]1CN([C@H](C)CO)C(=O)Cc2cc(NC(=O)Nc3cccc4ccccc34)ccc2O[C@H]1CN(C)CC1CC1 was read as p53 PUMA act 1.3 and STK33 inh -0.4.
`COc1ccc(S(=O)(=O)N(C)C[C@H]2Oc3ccc(NC(=O)CCCN(C)C)cc3C(=O)N([C@@H](C)CO)C[C@H]2C)cc1` gave p53 PUMA act -0.7.
`CC(C)(C)NC[C@@H](O)COc1cccc2c1CCCC2=O` gave p53 PUMA act 12.0 and STK33 inh 0.0.
Cc1noc(C)c1NC(=O)N(C)C[C@@H]1Oc2ccc(N(C)C)cc2CC(=O)N([C@@H](C)CO)C[C@@H]1C was read as p53 PUMA act 1.2 and STK33 inh 1.8.
Screening Cc1noc(C)c1NC(=O)Nc1ccc2c(c1)C(=O)N([C@H](C)CO)C[C@H](C)[C@@H](CN(C)Cc1ccc(C(=O)O)cc1)OCCCC[C@@H](C)O2 returned STK33 inh 1.9.
`COc1ccc(NC(=O)Nc2ccc3c(c2)C(=O)N([C@@H](C)CO)C[C@H](C)[C@@H](CN(C)Cc2ccc4c(c2)OCO4)O3)cc1` gave STK33 inh -4.4.
COc1ccc(NC(=O)N(C)C[C@@H]2OCCCC[C@@H](C)Oc3ccc(NS(C)(=O)=O)cc3C(=O)N([C@H](C)CO)C[C@@H]2C)cc1 was read as p53 PUMA act -5.4 and STK33 inh -0.4.
For NC(=O)CS(=O)(=O)c1nc2ccccc2n1CC(=O)N1CCCCC1 the results were p53 PUMA act 3.4 and STK33 inh 0.4.
`COC(=O)c1ccccc1NC(=O)C1CCCN(S(C)(=O)=O)C1` (stereo not drawn) gave p53 PUMA act 1.6 and STK33 inh -1.3.
`C[C@H](CO)N1C[C@H](C)[C@H](CN(C)C(=O)NC2CCCCC2)Oc2ccc(NC(=O)Cc3ccccc3)cc2C1=O` gave p53 PUMA act 3.8 and STK33 inh -6.3.
For CCc1cccc(NC(=O)O[C@H]2[C@H](OC(=O)Nc3ccccc3)[C@@H](OC(=O)Nc3ccccc3)[C@@H](OC)O[C@@H]2CO)c1 the results were STK33 inh 13.0.
